# Screening results as filed in PubChem.
# Ins promoter up: MIN6 insulin promoter up-regulation | MIN6 insulin promoter-GFP reporter, high-content imaging; hits give high values | z-score at 5 µM | hit rate 0.3% among 190,000 | AID 1625;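 active means z-score above 3 at 5 µM with at least 500 cells counted in the well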
# Hep lipid drop: hepatic lipid droplet formation modulation; AML12 mouse hepatocytes, oleate lipid droplets, BODIPY imaging; hit rate 0.4% among 240,000; AID 1656; inhibition, % at 6.5 µM;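 active means lipid droplet intensity inhibited by at least 50%, with more than 500 cells counted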
#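 Material: mouse AML12 hepatocyte cell line, fixed after treatment; Timing: compound with oleate, overnight; Technique: high-content imaging of BODIPY-stained droplets and DAPI nuclei; Probe or stimulus: oleate, 100 µM final; Dosing: compound at 6.5 µM only.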
# Myeloid diff 2: compounds promoting myeloid differentiation | calls only at 10 µM | ER-HoxA9 myeloid progenitors, lysozyme-GFP differentiation, flow cytometry | hit rate 1% among 360,000 | AID 624256;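 active means normalized GFP-positive differentiation at or above the plate's own cutoff, the solvent-only control mean plus 3 SD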;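 further: cells exposed to compound for four days before flow analysis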
# Dynein cargo inh: dynein cargo transport inhibition | hit rate 0.47% among 220,000 | 3617.4 mouse cells, GR-EGFP nuclear translocation imaging; test concentration mostly 20 µM; stimulated with dexamethasone, 1 µM; hits give low values | z-score, hits read low;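 active means plate z-score of nuclear minus cytoplasmic receptor signal below a set negative limit, without overly bright fluorescence or cell loss, cut at about -3.5 in these data, passing the limit was not always enough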;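 further: z-score of nuclear minus cytoplasmic ring GR-EGFP intensity difference per well; some compounds called inactive have numbers as strong as hits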
#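 medium = tetracycline-free induction medium containing charcoal-stripped FBS | probe or stimulus = dexamethasone, 1.0 µM final | timing = 48 h induction, then 1 h compound, then 30 min agonist, 37 °C | detection = automated 10x imaging of fixed Hoechst-stained cells | read-out basis = nuclear versus cytoplasmic GR-EGFP signal, averaged per well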
# bCat nuc transl: alters nuclear translocation of beta-catenin in HeLa cells; AID 1665; immunofluorescence imaging; nuclear translocation activity, % at 5 µM; hit rate 0.3% among 190,000;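 active means nuclear translocation activity above 50% at 5 µM, with a well cell count of 50 or more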;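 further: per-cell ratio of nuclear to cytoplasmic median beta-catenin stain intensity; plate controls were DMSO negative control for no effect and GSK-3 inhibitor IX positive control for full effect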
#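 Test system: human HeLa cells, native beta-catenin. Compound dosing: 5 µM primary single dose, 0.1% DMSO, 0.02–20 µM confirmation series. Incubation: compound exposure 24 h at 37°C. Detection: beta-catenin immunostaining with DAPI counterstain, 20x imaging, 6 fields/well. Read-out basis: Nuclear/cytoplasmic beta-catenin signal ratio, % activation.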
# TNAP activation fold: human TNAP enzyme activators, primary screen, biochemical, luminescent, no phosphate acceptor, uHTS (AID 1001). purified TNAP, luminescent activation assay, no phosphate acceptor; higher activation fold means a stronger effect. one-dose activation fold at 20 µM; EC50 in µM for titrated hits. hit rate 0.03% among 200,000; in the data active means activation fold from about 3, or a potency from the dose series; inactive means the rest, 99 in 100 with activation fold below about 1.6; further: many of its hits are not listed in these tables
# T cell HTS: T cell immune modulators affecting CD8 T cell-vesicle binding; hit rate 0.068% among 330,000; AID 2052; 2C CD8+ T cell-vesicle binding, flow cytometry; hits give low values; calls only at 7 µM;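 active means response, share of CD8 T cells binding vesicles, and their 90th percentile fluorescence all below set limits, cut at about 80% in these data, passing the limit was not always enough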
#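 Test system: purified 2C TCR transgenic mouse naive CD8+ T cells. Probe or stimulus: QL9-peptide-loaded Drosophila micro-vesicles bearing Ld, ICAM-1 and B7-1. Incubation: binding step 1.5 h, 37 °C, antibody labelling 20 min, ice. Measured by: flow cytometry of vesicle-bound cells.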
# PMI inhibitors: MPI enzyme activity inhibition – biochemical, fluorescence intensity, coupled assay, primary screen (AID 1209). purified PMI enzyme, coupled fluorescence intensity; higher % means a stronger effect. one-dose inhibition, % at 20 µM; IC50 in µM for titrated hits. hit rate 0.42% among 190,000; in the data active means inhibition above about 50%;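 further: plate controls were DMSO vehicle for no effect and wells lacking substrate for full effect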
# MT stabilizer: microtubule stabilization, imaging screen; HeLa tubulin immunostaining HCS, 24 h; share of cells brighter than vehicle mean+2SD; hit rate 0.83% among 200,000; % tubulin-high responders, % at 10 µM;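 active means plate Z-score above 3 for both tubulin-high and condensed-nucleus cell shares, with cell loss under 80%, at 10 µM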;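 further: anti alpha tubulin signal scored within the nucleus-defined area of each cell; some results filed as inactive read as strong as hits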
# Dynein cargo inh cytoplasmic EGFP: further read-out of Dynein cargo inh, marked with its call; z-score; measured here: cytoplasmic GR-EGFP intensity; hits give high values
# Dynein cargo inh nuclear GR-EGFP: further read-out of Dynein cargo inh, marked with its call; z-score; measured here: nuclear GR-EGFP intensity;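 lower value marks the stronger effect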
# Dynein cargo inh cell count: second read-out of Dynein cargo inh, no call of its own (marks repeat the call); z-score; measured here: cell count per field
# Ins promoter up cell count: further read-out of Ins promoter up, marked with its call; cell count; measured here: cytotoxicity, nuclei count;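 total cells summed across four imaged fields per well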
# Hep lipid drop cells 6.5 µM: further read-out of Hep lipid drop, marked with its call; cell count; measured here: cell count, cytotoxicity flag;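 cells counted across two imaged fields per well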
# bCat nuc transl cell count 5 µM: further read-out of bCat nuc transl, marked with its call; cell count; measured here: cell count, cytotoxicity flag
# T cell HTS vesicle-bound %: further read-out of T cell HTS, marked with its call; double positive events, %; measured here: CD8+ vesicle-bound cell fraction;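 binding gate set so that unloaded-vesicle control wells show 10% double positive cells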
# MT stabilizer Hoechst-high %: recorded beside MT stabilizer, whose call it bears; % Hoechst-high responders; measured here: nuclear condensation Hoechst responders;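 share of cells brighter than vehicle mean plus two SD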
# MT stabilizer cytotoxicity %: further read-out of MT stabilizer, marked with its call; toxicity, %; measured here: cytotoxicity by cell density;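 0% = mean cell density of plate MIN control wells and 100% = no cells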
# Myeloid diff 2 GFP+ MAC1+ %: second read-out of Myeloid diff 2, no call of its own (marks repeat the call); GFP+ MAC1+ double positive, %; measured here: differentiation confirmed by MAC1 staining
# * = called active by the depositor; i = inactive; · = no result given.
SMILES,Ins promoter up,Ins promoter up cell count,Hep lipid drop,Hep lipid drop cells 6.5 µM,Myeloid diff 2,Myeloid diff 2 GFP+ MAC1+ %,Dynein cargo inh,Dynein cargo inh cytoplasmic EGFP,Dynein cargo inh nuclear GR-EGFP,Dynein cargo inh cell count,bCat nuc transl,bCat nuc transl cell count 5 µM,TNAP activation fold,T cell HTS,T cell HTS vesicle-bound %,PMI inhibitors,MT stabilizer,MT stabilizer Hoechst-high %,MT stabilizer cytotoxicity %
C/C(=N\N=C(/N)SC1CC(=O)N(c2ccc(Cl)c(Cl)c2)C1=O)c1cccs1 (stereo not drawn),0.73,1198,·,·,i,6.4,0.11,-0.19,0.61,0.24,0.6,1394,1.1,i,16,26%,2.9,2.2,11
COCCCN(C(=S)Nc1ccc(C)cc1Cl)C(C)c1ccncc1 (stereo not drawn),0.09,1394,-7,500,i,0.6,0.7,-0.22,0.41,-0.29,3.4,982,1.1,i,51,7%,1.8,1.9,5.8
CC(C)CNc1c(N)c(=O)oc2ccccc12,0.15,982,0,746,i,0.7,1.5,-0.075,0.83,-0.15,-2.6,1224,1,i,19,-7%,0.9,1.1,6.7
O=C(Oc1c(-c2ccccc2Cl)oc2ccccc2c1=O)c1ccc(Cl)cc1,-0.43,1445,4,756,i,0.4,0.52,-0.24,0.37,-0.39,·,·,1,i,47,2%,4.4,2.4,4.3
CCOC(=O)C1=C(C)NC(C)=C(C(=O)OCC)C1C(=O)OCC(=O)N1CCc2ccccc2C1,2.2,1023,·,·,i,0.0,-0.41,-0.22,0.02,1.5,-4.4,862,1,i,36,9%,1.8,2.3,11
O=C(CC1c2ccccc2Oc2ccccc21)NCc1ccco1,0.39,1462,·,·,i,2.0,-1.2,-0.22,-0.46,0.86,-4.6,996,1.1,i,65,-1%,2.0,1.1,6.1
O=S(=O)(c1cccc(F)c1)N1CCC(CO)(Cc2cccc(F)c2)CC1,-0.29,1383,-3,712,i,0.2,0.92,-0.28,0.48,0.34,2.5,1023,1,i,14,3%,1.8,0.7,7.1
C#CCNC(=O)C1=C[C@H](C2CCCCC2)[C@@H](CCCO)[C@H](OCC)O1,-0.01,1271,-2,739,i,1.0,-0.58,0.52,0.12,0.89,-3.0,1131,1.1,i,24,13%,3.6,2.1,6.8
CN1CCN(C2=NC3(CCCC3)C(C#N)C(=O)N2)CC1 (stereo not drawn),0.28,1560,·,·,i,0.8,3,0.14,1.6,-1.9,-3.5,1019,1.1,i,9,14%,7.0,2.8,4.9
Cc1ccc2nc(C)c3c(c2c1)COC3,-0.16,1285,-12,705,i,1.7,3.4,0.33,2,-2.1,-0.6,528,1,i,4,-3%,5.2,2.5,5.0
O=[N+]([O-])c1ccc(Oc2c(F)c(F)nc(N3CCCC3)c2F)cc1,-0.03,1174,13,758,i,0.7,-0.69,-0.27,-0.2,1.5,0.6,1222,1.1,i,56,8%,2.5,2.3,11
CC(C)(C)NC(=O)NC(=O)CSc1n[nH]c(-c2ccccc2Br)n1,0,1373,4,681,i,0.7,0.3,-0.25,-0.19,0.37,-2.1,1112,0.6,i,33,-7%,3.3,2.1,6.7
Cc1cccc(NC(=O)c2ccccc2OCC(=O)N2CCCC2)c1C,-0.14,1492,2,715,·,·,2.9,-0.29,2,-2.1,0.2,1522,1.1,i,22,-4%,5.7,3.9,7.6
Clc1cccc2sc(N3CCCC3)nc12,1,1259,10,684,i,0.6,-1.1,-0.27,-0.17,0.18,·,·,1.1,i,8,1%,2.3,1.3,3.5
Fc1ccc(-c2nnsc2Sc2ccccn2)cc1,-0.3,1225,-80,664,i,0.2,2.2,-0.25,1.4,-0.84,1.5,1068,1.1,i,28,-5%,4.0,2.3,6.8
CCCCn1c(SCC(=O)Nc2nccs2)nc2ccccc2c1=O,·,·,·,·,i,0.8,-0.17,-0.24,-0.38,0.22,·,·,1,i,51,4%,1.4,1.8,3.9
COc1ccc(NC(=O)C2(c3ccc(NC(=O)c4ccc(OC)cc4)cc3)CCCC2)cc1,-0.02,1523,8,731,i,0.9,-0.18,-0.22,0.2,0.64,1.2,1322,1.1,i,46,1%,5.3,2.4,7.6
O=C(CC1NCCc2ccccc21)Nc1ccccc1 (stereo not drawn),-0.32,1198,-36,646,i,0.1,-1.4,-0.18,-0.76,0.64,1.0,1081,1,i,57,6%,1.9,2.2,5.1
CCN(CC(=O)Nc1ccc2c(c1)OCCO2)c1ccc(S(=O)(=O)N2CCOCC2)cn1,0.11,1189,·,·,i,0.8,0.16,-0.2,0.25,-0.39,-5.7,1047,1.2,i,60,-3%,2.3,2.7,9.2
CCC(=O)NC(=S)Nc1ccc(NC(=O)c2cccc([N+](=O)[O-])c2C)cc1,-0.32,1269,26,719,i,0.5,-0.32,-0.2,0.019,-0.073,-0.7,955,1.2,i,31,10%,1.5,1.8,6.0
Cn1ncc(Br)c1C(=O)NCc1cccs1,1.2,929,-1,717,i,1.5,1.1,0.23,0.96,0.22,-0.2,1083,1.1,i,34,9%,3.8,1.0,1.7
CS(=O)(=O)N1CCCC(C(=O)c2cccc(Cl)c2)C1 (stereo not drawn),1.8,1499,-7,691,i,0.1,-0.18,-0.37,-0.042,1,-1.4,1046,1,i,9,12%,1.1,1.8,12
Cc1ccc(C(=O)Oc2coc(CSc3nnc(NC(=O)C4CC4)s3)cc2=O)cc1,0.13,1450,30,628,i,0.4,1.2,-0.19,0.41,-0.31,1.3,1167,1.1,i,22,7%,3.9,2.6,3.5
COc1ccc(C(c2nnnn2CC2CCCO2)N2CCC(C(N)=O)CC2)cc1 (stereo not drawn),·,·,7,758,i,1.0,0.049,-0.15,-0.091,0.91,0.4,1110,1.1,i,56,1%,4.1,2.2,5.2
O=C(C1CCN(C2CCN(CC3CC=CCC3)CC2)CC1)N1CCOCC1 (stereo not drawn),·,·,11,667,i,0.3,0.45,0.047,0.61,-0.033,-2.5,1080,1.1,i,20,12%,0.4,1.1,3.9
# Remaining list, next part
SMILES,Ins promoter up,Ins promoter up cell count,Hep lipid drop,Hep lipid drop cells 6.5 µM,Myeloid diff 2,Myeloid diff 2 GFP+ MAC1+ %,Dynein cargo inh,Dynein cargo inh cytoplasmic EGFP,Dynein cargo inh nuclear GR-EGFP,Dynein cargo inh cell count,bCat nuc transl,bCat nuc transl cell count 5 µM,TNAP activation fold,T cell HTS,T cell HTS vesicle-bound %,PMI inhibitors,MT stabilizer,MT stabilizer Hoechst-high %,MT stabilizer cytotoxicity %
O=C(C1=C[C@H](c2ccc3c(c2)OCO3)C[C@H](OCCCCO)O1)N1CCN(Cc2ccccc2)CC1,-0.97,1458,-2,626,i,2.1,1.5,-0.13,1.1,-1.8,-4.0,1198,1,·,·,3%,3.6,1.7,4.3
Cc1nn(Cc2ccc(Cl)c(Cl)c2)c(C)c1NC(=O)c1cc(C2CC2)on1,-0.96,1617,3,634,i,2.8,0.53,-0.14,0.63,-0.49,1.3,1007,1.1,i,34,22%,3.6,3.6,3.8
COc1ccc(OCCn2c(=O)sc3ccccc32)cc1,-0.31,1243,8,709,i,0.2,-0.34,-0.24,-0.17,0.53,0.1,1559,1.1,i,1,2%,2.0,0.9,5.3
COC(=O)C(Cc1ccccc1)NS(=O)(=O)c1ccc(F)cc1Br (stereo not drawn),1.6,793,·,·,i,1.1,0.5,-0.71,0.44,-0.51,0.6,1159,·,i,24,·,·,·,·
CC(CCn1cccn1)NC(=O)c1cc(COc2ccc(F)cc2Cl)on1 (stereo not drawn),-0.47,1289,-11,697,i,0.3,2.2,-0.18,1.6,-1.8,-0.2,1018,1,i,21,6%,4.2,2.5,4.0
CC(=O)/C(=N/Nc1ccccc1Cl)Sc1nnc(C(O)c2ccccc2)n1-c1ccccc1 (stereo not drawn),-0.4,1449,5,670,i,1.3,-0.21,-0.23,-0.16,1.4,-0.6,580,1.1,i,49,-43%,2.6,1.7,5.0
CCOC(=O)c1cc(C(=O)c2cc(F)ccc2O)coc1=N,0.1,1211,·,·,i,0.4,-0.39,-0.22,-0.2,0.24,-2.0,870,1,i,56,3%,2.6,2.3,9.5
C/C(=N\Nc1nc(Nc2ccccc2)nc(N2CCOCC2)n1)c1cccs1,-1.1,1276,16,439,i,0.5,0.68,-0.28,0.91,0.24,0.7,1012,1,i,57,10%,1.5,0.6,4.7

# Two entries from above in a different format:
# Results follow in this order: Ins promoter up, Ins promoter up cell count, Hep lipid drop, Hep lipid drop cells 6.5 µM, Myeloid diff 2, Myeloid diff 2 GFP+ MAC1+ %, Dynein cargo inh, Dynein cargo inh cytoplasmic EGFP, Dynein cargo inh nuclear GR-EGFP, Dynein cargo inh cell count, bCat nuc transl, bCat nuc transl cell count 5 µM, TNAP activation fold, T cell HTS, T cell HTS vesicle-bound %, PMI inhibitors, MT stabilizer, MT stabilizer Hoechst-high %, MT stabilizer cytotoxicity %
CCOC(=O)c1cc(C(=O)c2cc(F)ccc2O)coc1=N
 : 0.1, 1211, ·, ·, i, 0.4, -0.39, -0.22, -0.2, 0.24, -2.0, 870, 1, i, 56, 3%, 2.6, 2.3, 9.5
C/C(=N\Nc1nc(Nc2ccccc2)nc(N2CCOCC2)n1)c1cccs1
 : -1.1, 1276, 16, 439, i, 0.5, 0.68, -0.28, 0.91, 0.24, 0.7, 1012, 1, i, 57, 10%, 1.5, 0.6, 4.7
